PGC1a acetyl inh – PGC1a acetylation modulation, inhibitor mode; U2OS PGC1a acetylation, AlphaScreen anti-acetyl-lysine; with virally co-expressed GCN5 acetyltransferase; inhibition, % at 15.6 µM; 0.17% of 350,000 active; AID 651687;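 active = every replicate shows inhibition of at least 40%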;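 note: 0% = neutral control wells and 100% = positive control wells; some results beyond the cut were filed as inactive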
Cneo AK release – causes C. neoformans cell lysis; adenylate kinase release luminescence, 4 h; normalised: neutral wells 0, clomiphene wells 100; 0.2% of 360,000 active; lysis activity, % at 15 µM; AID 651654;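 active = mean lysis activity across replicates of at least 80%, whatever share of replicates individually reach that level; inactive = mean lysis activity below 80%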
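Test system: log-phase Cryptococcus neoformans yeast cells; Quantity: yeast cell density of 5 × 10^6 cells/mL; Buffer or medium: YPD; Doses: single compound concentration per well; Timing: 4 h at 37 °C static, read 1 h later; Measured by: AK luminescence; Read-out basis: lysis from increased AK signal; Control set: Clomiphene as positive control.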
FN deposition inh – fibronectin deposition inhibition; AID 743247; inhibition, % at 12.6 µM; AH1F fibroblasts, Alexa488-fibronectin deposition fluorescence, overnight; 0.086% of 350,000 active;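 active = mean inhibition across replicates of 30% or more, regardless of how many single replicates reach that level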;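 note: positive control wells lacked labelled fibronectin entirely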
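Assay system: AH1F fibroblasts / Quantity: 10000 cells per well / Medium: DMEM plus 2% serum, read in PBS / Reagent: labelled fibronectin 24 nM / Dosing: single dose, pinned / Times: 1 h cell attachment, overnight exposure to compound and label / Signal: fluorescence, ex 485 nm, em 525 nm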
C2C12 statin – suppressors of simvastatin-induced myotoxicity in C2C12 myotubes; AID 602340; rescue of ATP level, % at 7.49 µM; 0.78% of 330,000 active; ATP luminescence, 48 h; scaled: DMSO 0, geranylgeraniol control 100;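 active = mean ATP rescue above about 67%, or every replicate alone reaching that limit, limit read from the data, passing the limit was not always enough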;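 note: myotubes were challenged with 10 µM simvastatin during compound exposure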
CFTR F508del cor – correctors of CFTR F508del function in bronchial epithelial cells. activity (quench increase), % at 7.58 µM. CFBE cells, YFP halide quenching; stimulated with forskolin plus potentiator P3; % fluorescence drop versus neutral controls. 0.36% of 350,000 active;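 active = mean added fluorescence quench of at least 8% versus neutral control, with both replicates also reaching 8%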;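 note: cells transiently co-express mutant CFTR-F508del with the halide-sensitive YFP; corrector assay measuring rescue of mutant channel to the surface after 24 h compound exposure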
miR-122 sensor – miR-122 inhibition in Huh7 cells; 0.3% of 340,000 active; Huh7 miR-122 Renilla luciferase sensor, 48 h; neutral wells = 0, positive control = 100; activation (reporter increase), % at 12.5 µM; AID 602342;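 active = mean replicate activation score at least 90 and every replicate individually at or above 90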;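 note: higher luciferase means less miR-122 activity so hits act as miR-122 inhibitors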
INS-1E GSIS act – primary screen for activators of insulin secretion dependent on glucose, INS-1E cells, GLuc reporter luminescence | 0.61% of 370,000 active | activation, % at 16.6 µM | INS-1E GLuc reporter insulin secretion, 2-3 h;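 active = lowest replicate activation of at least 40%, so every replicate reaches that level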;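 note: 0% = median of neutral control wells and 100% = median of IBMX positive control wells; some compounds called inactive have numbers as strong as hits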
PglD DTNB – PglD (C. jejuni) enzyme inhibition; 0.098% of 360,000 active; purified PglD enzyme, DTNB colorimetric CoA detection; inhibition, % at 12.5 µM; AID 602405; in the data active = inhibition above about 16%, passing the limit was not always enough; note: strong numbers were not always called active
Active calls of the source: *; . = not tested or not shown; & = joins results of further samples; [ ] = remark or other dose.

1	CCOc1cc2[nH]c(=O)n(Cc3ccc(C(=O)NCCOC)cc3)c(=O)c2cc1OCC
2	COc1cccc(CC2(CO)CCCN(Cc3ccc4c(c3)OCCO4)C2)c1 (stereo unspecified)
3	C[C@@H]1CN([C@H](C)CO)C(=O)c2cc(NS(=O)(=O)c3cccs3)ccc2O[C@@H](C)CCCCO[C@@H]1CN(C)Cc1ccncc1
4	CC(C)[C@H](NC(=O)c1ccco1)C(=O)OCc1cc(=O)n2c(n1)sc1ccccc12
5	CC(C)N1CCc2c(sc(NC(=O)c3ccc(S(=O)(=O)N4CCOCC4)cc3)c2C#N)C1
assay / entry	1	2	3	4	5
PGC1a acetyl inh	8	-1	0	0	0
Cneo AK release	0	-2	2	-3	1
CFTR F508del cor	2.1	0.2	1.9	3.6	.
miR-122 sensor	-1	0	4[16.7 µM]	-1	1
C2C12 statin	-5	-5	.	2	2
FN deposition inh	1	9	.	.	.
INS-1E GSIS act	4	-11	-3	6	.
PglD DTNB	-2	-2	1	-2	2

A section from the list above, for reference:
1	CCOc1cc2[nH]c(=O)n(Cc3ccc(C(=O)NCCOC)cc3)c(=O)c2cc1OCC
2	COc1cccc(CC2(CO)CCCN(Cc3ccc4c(c3)OCCO4)C2)c1 (stereo unspecified)
3	C[C@@H]1CN([C@H](C)CO)C(=O)c2cc(NS(=O)(=O)c3cccs3)ccc2O[C@@H](C)CCCCO[C@@H]1CN(C)Cc1ccncc1
4	CC(C)[C@H](NC(=O)c1ccco1)C(=O)OCc1cc(=O)n2c(n1)sc1ccccc12
5	CC(C)N1CCc2c(sc(NC(=O)c3ccc(S(=O)(=O)N4CCOCC4)cc3)c2C#N)C1
assay / entry	1	2	3	4	5
PGC1a acetyl inh	8	-1	0	0	0
Cneo AK release	0	-2	2	-3	1
CFTR F508del cor	2.1	0.2	1.9	3.6	.
miR-122 sensor	-1	0	4[16.7 µM]	-1	1
C2C12 statin	-5	-5	.	2	2
FN deposition inh	1	9	.	.	.
INS-1E GSIS act	4	-11	-3	6	.
PglD DTNB	-2	-2	1	-2	2

Later entries
6	O=C(COC(=O)c1ncc(Cl)c(Cl)c1Cl)NC1CCCCCC1
7	COc1ccc(C(=O)CN2CCN(S(=O)(=O)c3cccc([N+](=O)[O-])c3)CC2)cc1OC
8	CCN(Cc1ccccc1)S(=O)(=O)c1csc(C(N)=O)c1
9	CCNC(=S)NNC(=O)c1csc2c1CCCC2
10	Cc1cccc(C)c1NC(=O)N1CCC(N2CCCCC2)CC1
assay / entry	6	7	8	9	10
PGC1a acetyl inh	.	.	-2	9	-2
Cneo AK release	.	1	-1	-1	-1
CFTR F508del cor	-2.9	0.1	-0.2	-0.5	.
miR-122 sensor	.	.	10	2	0
C2C12 statin	16	.	-19	25	-5
FN deposition inh	-2	4	1	.	.
INS-1E GSIS act	-3	4	18	-9	.
PglD DTNB	.	1	-4	-5	9

11	C[C@H](CO)N1C[C@H](C)[C@H](CN(C)C(=O)NC2CCCCC2)Oc2ncc(-c3ccc(F)cc3)cc2C1=O
12	CCOC(=O)CSc1ncnc2c1c(-c1ccccc1)cn2-c1ccc(OC)cc1
13	C#CCN1C(=O)S/C(=C\c2cc3c(cc2OC)OCO3)C1=O
14	C[C@H](CO)N1C[C@H](C)[C@@H](CN(C)S(=O)(=O)c2ccc(Cl)cc2)Oc2ccc(NS(=O)(=O)c3cn(C)cn3)cc2C1=O
15	Cc1c(C#N)c(NC(=O)c2ccccc2)n(Cc2ccccc2)c1C
assay / entry	11	12	13	14	15
PGC1a acetyl inh	6	-14	-7	-7	-6
Cneo AK release	-16	-1	0	0	0
CFTR F508del cor	-4.0	.	-43	-2.1	.
miR-122 sensor	1[16.7 µM]	-3	8	5[16.7 µM]	0
C2C12 statin	-13	.	-1	-16	9
FN deposition inh	-6	-1	3	.	.
INS-1E GSIS act	-16	9	46	15	-8
PglD DTNB	5	0	1	-2	5

16	CCOC(=O)C1CCCN(S(=O)(=O)c2ccc(OC)c3ccccc23)C1 (stereo unspecified)
17	O=C(N/N=C/c1c(F)c(F)c(F)c(F)c1F)c1cc(-c2ccccc2)nc2ccccc12
18	CN1CCN(CCC(=O)Nc2ccc(F)c(F)c2)CC1
19	CCC(C)NC(=O)COCc1cc(-c2ccc3c(c2)OCO3)on1 (stereo unspecified)
20	CO[C@H]1CC[C@H]2CCOc3c(C#N)cccc3C(=O)N(C)C[C@@H](C)C(=O)N(C)C[C@H]1O2
assay / entry	16	17	18	19	20
PGC1a acetyl inh	-27	4	2	.	-10
Cneo AK release	-3	-2	0	.	88*
CFTR F508del cor	.	-0.2	.	-1.6	0.6
miR-122 sensor	4	-3	2	.	.
C2C12 statin	2	5	.	5	-4
FN deposition inh	-2	-3	1	7	-6
INS-1E GSIS act	-14	6	.	3	-7
PglD DTNB	3	-1	-3	.	6

21	O=S(=O)(Nc1cccc(-n2cnnn2)c1)c1ccccc1C(F)(F)F
22	Cc1cc(C(=O)Nc2ccc(F)cc2F)on1
23	O=C(Nc1ccc(Br)cc1)C1CCN(C(=O)c2ccco2)CC1
24	CCOc1ccccc1N/C(=C(/C(Cl)=C(Cl)Cl)[N+](=O)[O-])n1cncn1
25	C=CCN1c2ccccc2Sc2cnccc21
assay / entry	21	22	23	24	25
PGC1a acetyl inh	-3	6	.	-1	-5
Cneo AK release	1	2	2	1	4
CFTR F508del cor	-1.7	1.2	-2.5	-1.6	-4.0
miR-122 sensor	0	.	0	.	7
C2C12 statin	-2	-9	-3	9	-4
FN deposition inh	-10	-8	4	.	1
INS-1E GSIS act	41	12	-7	13	11
PglD DTNB	4	-3	1	0	.

26	COc1cccc(N2CCN(c3ccc4nnc(CCC(=O)Nc5cc(C)ccn5)n4n3)CC2)c1
27	Cc1cc(N2C(=O)C(O)=C(C(=O)c3ccc(C)o3)C2c2ccc([N+](=O)[O-])cc2)no1 (stereo unspecified)
28	C[C@H]1CN([C@@H](C)CO)C(=O)c2cc(NC(=O)Cn3cnnn3)ccc2O[C@@H]1CN(C)Cc1ccc2c(c1)OCO2
29	CN(C(=O)CSc1nnc(-c2ccc(Cl)cc2)n1C)C1CCS(=O)(=O)C1 (stereo unspecified)
30	CCOC(=O)C1(CCc2ccccc2)CCN(C(=O)CCn2cncn2)CC1
assay / entry	26	27	28	29	30
PGC1a acetyl inh	-15	-8	0	3	6
Cneo AK release	0	-2	3	0	.
CFTR F508del cor	-0.1	-2.5	-0.5	0.3	-1.9
miR-122 sensor	-3	2	26[16.7 µM]	-6	-7
C2C12 statin	-4	6	4	2	-1
FN deposition inh	-5	-2	.	3	-1
INS-1E GSIS act	5	-10	25	1	1
PglD DTNB	7	3	2	0	.

31	C[C@@H]1CN([C@@H](C)CO)C(=O)c2cc(NC(=O)Cc3ccccc3)ccc2O[C@@H](C)CCCCO[C@H]1CN(C)C(=O)c1ccncc1
32	CC(C)(CO)CNC(=O)CC1C(=O)NCCN1CC(c1ccccc1)c1ccccc1 (stereo unspecified)
33	CCCN1[C@@H]2Cn3c(ccc(C4=CCCCC4)c3=O)[C@H]1[C@@H](C(=O)N1CCOCC1)[C@@H]2CO
34	COC(=O)[C@H]1[C@H](CO)[C@H]2Cn3c(ccc(C4=CCCC4)c3=O)[C@H]2N1C(=O)Cc1cccnc1
35	Nc1ncnc2c1ncn2C1OC(CO)C(O)C1N (stereo unspecified)
assay / entry	31	32	33	34	35
PGC1a acetyl inh	0	2	.	.	10
Cneo AK release	-1	-7	0	-6	-1
CFTR F508del cor	1.6	1.0	0.3	.	-4.6
miR-122 sensor	6[16.7 µM]	.	-1[16.7 µM]	.	-6
C2C12 statin	6	.	6	22	-7
FN deposition inh	8	5	.	11	.
INS-1E GSIS act	-1	-8	16	5	6
PglD DTNB	1	-4	1	0	0

36	CN(C1CCCCC1)S(=O)(=O)c1ccc(NC(=O)C2CCCCC2)cc1
37	Cc1ccc(S(=O)(=O)c2c(N)n(Cc3ccco3)c3nc4ccccc4nc23)cc1C
38	O=C(/C=C/c1cccnc1)/C=C/c1cccnc1
39	COc1ccc(NC(=O)N(C)C[C@@H]2Oc3c(NC(=O)c4cnccn4)cccc3C(=O)N([C@H](C)CO)C[C@H]2C)cc1
40	C[C@H](CO)N1C[C@H](C)[C@H](CN(C)C(=O)Cc2ccccn2)Oc2cc(C#Cc3ccccc3)ccc2S1(=O)=O
assay / entry	36	37	38	39	40
PGC1a acetyl inh	-1	-1	81*	4	-10
Cneo AK release	0	.	-4	-3	0
CFTR F508del cor	.	.	-4.8	-0.7	3.1
miR-122 sensor	4	77	-25	-7[16.7 µM]	-1[16.7 µM]
C2C12 statin	-41	-12	13	-7	34
FN deposition inh	.	-3	5	.	-8
INS-1E GSIS act	-3	-6	2	11	-12
PglD DTNB	4	0	4	-1	-1

41	COc1cccc(CNC(=O)c2ccc(S(=O)(=O)N3CCOCC3)cc2)c1
42	COc1ccc(Cc2nnc(NS(=O)(=O)c3ccccc3)s2)cc1
43	Cc1noc(C)c1S(=O)(=O)Nc1ccc2c(c1)C(=O)N([C@H](C)CO)C[C@H](C)[C@@H](CN(C)C(=O)CCCN(C)C)OCCCC[C@H](C)O2
44	O=C(Nc1cc(C(F)(F)F)ccc1N1CCCCC1)c1ccco1
45	COc1cc2c(=O)n(CC3CCCO3)c(=O)n(CC(=O)Nc3ccccc3)c2cc1OC (stereo unspecified)
assay / entry	41	42	43	44	45
PGC1a acetyl inh	0	6	6	-4	0
Cneo AK release	4	-2	-17	1	-1
CFTR F508del cor	1.2	-0.8	-1.4	.	5.4
miR-122 sensor	-2	-2	-5[16.7 µM]	-8	-5
C2C12 statin	21	-5	.	5	-4
FN deposition inh	2	-15	.	.	-5
INS-1E GSIS act	1	32	43	.	1
PglD DTNB	-2	0	2	-5	0

46	C[C@@H]1CN([C@H](C)CO)C(=O)c2cc(-c3ccc(C(=O)N(C)C)cc3)cnc2O[C@@H]1CN(C)C(=O)c1cccnc1
47	COCC(=O)N(C)C[C@@H]1[C@@H](c2ccccc2)[C@H](CO)N1C(=O)NC(C)C
48	COc1cc(/C=C(/C#N)C(=O)NC(C)c2ccccc2)cc(OC)c1O (stereo unspecified)
49	CC(=O)NC(C(=O)OCC(=O)N(c1ccccc1)c1ccccc1)C(C)C (stereo unspecified)
50	CCc1cc(C(=O)NNC(=S)NCC2CCCO2)cs1 (stereo unspecified)
51	Cc1cccc(N(C2C=CS(=O)(=O)C2)S(=O)(=O)c2ccccc2)c1 (stereo unspecified)
52	COc1ccc(CNS(=O)(=O)c2c(C(=O)N3CCCCC3)c(C)n(C)c2C)cc1
assay / entry	46	47	48	49	50	51	52
PGC1a acetyl inh	3&50	-4	.	-5	13	7	0
Cneo AK release	0&-5&-6	-12	-1	0	-3	1	1
CFTR F508del cor	2.4&-1.3&-0.3	1.9	0.7	-2.2	.	.	-1.2
miR-122 sensor	-3	7[16.7 µM]	-1	10	-2	2	0
C2C12 statin	2&-2&-14	-8	5	-1	14	-1	4
FN deposition inh	-5	-4	5	-12	.	6	4
INS-1E GSIS act	12&10	0	-20	11	.	.	0
PglD DTNB	-5&1&-2	-3	-3	1	-5	-4	1

Assay outcomes deposited in PubChem BioAssay by Broad Institute.
